# Assay outcomes deposited in PubChem by several laboratories.
# Runt-SMMHC FRET: Runt domain-CBFb-SMMHC interaction inhibition. Q01196+Q13951. Cerulean-Runt/Venus-CBFb-SMMHC FRET ratio 530/480, 1 h. inhibition, % at 20 µM. actives 0.74% (n = 220,000);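 active = mean inhibition across duplicate retests at 20 µM reaching about 50%, limit read from the data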;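 also: 0% = DMSO wells and 100% = wells with excess untagged CBFb-SMMHC; inhibitors lower the FRET ratio by blocking Runt binding to CBFb-SMMHC; some results filed as inactive read as strong as hits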
# EBV gp42 block: inhibitors of Epstein-Barr virus glycoprotein 42. Fluorescence polarization binding assay, mP read-out. inhibition, % (tested at 21.74 µM). actives 0.42% (n = 220,000); in the data active = inhibition above about 50%
# Target sequence (Q1HVG2 whole entry, looked up): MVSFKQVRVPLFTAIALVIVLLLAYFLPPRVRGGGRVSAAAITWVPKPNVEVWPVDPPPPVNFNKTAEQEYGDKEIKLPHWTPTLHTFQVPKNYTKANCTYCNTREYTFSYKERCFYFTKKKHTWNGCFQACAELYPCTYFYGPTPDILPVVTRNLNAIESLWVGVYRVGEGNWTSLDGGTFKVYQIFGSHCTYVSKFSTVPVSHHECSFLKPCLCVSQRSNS
# p97 inhibitor: human p97 ATPase inhibition | P55072 | recombinant p97 ATPase, Kinase-Glo ATP luminescence, 3 h | inhibition, % at 8 µM | actives 0.42% (n = 220,000) | AID 1481; in the data active = inhibition above about 15%;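 also: 0% = DMSO vehicle and 100% = wells lacking enzyme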
# RBBP9 inhibitor: inhibitors of human serine hydrolase RBBP9; O75884; actives 0.2% (n = 220,000); AID 1515; recombinant RBBP9, FP-Rh probe fluorescence polarization; inhibition, % at 7.94 µM;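 active = inhibition above the campaign mean of all tested compounds plus 3 SD, cut at about 14% in these data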;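 also: plate controls were DMSO wells with RBBP9 for no effect and wells lacking RBBP9 protein for full effect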
# Target sequence (O75884 whole entry, looked up): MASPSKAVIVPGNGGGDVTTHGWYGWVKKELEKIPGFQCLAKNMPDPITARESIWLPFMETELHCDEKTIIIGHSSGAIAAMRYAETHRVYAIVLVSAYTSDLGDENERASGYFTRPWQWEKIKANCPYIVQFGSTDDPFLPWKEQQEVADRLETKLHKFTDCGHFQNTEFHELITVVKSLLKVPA
#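 System: RBBP9 protein | Quantity: 2.5 µM RBBP9 dispensing solution, before mixing | Reagent: FP-Rh probe, 375 nM dispensing solution | Timing: Enzyme-compound preincubation 30 min, then probe labeling 45 min, 25 °C | Measured by: Fluorescence polarization | Read-out: % inhibition | Replication: One well per compound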
# TbHK1 inh: blocks Trypanosoma brucei hexokinase 1 activity; recombinant TbHK1, G6PDH-coupled NADH A340; inhibition, % at 10 µM; actives 0.11% (n = 220,000); AID 1430;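 active = inhibition of 50% or more in the single-dose primary screen; inactive = inhibition below 50%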
# Runt-CBFb FRET: blocks binding of human RUNX1 Runt domain to CBFb; Cerulean-Runt/Venus-CBFb FRET ratio 530/480, 1 h; inhibition, % at 20 µM; actives 0.46% (n = 220,000); AID 1496;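 active = inhibition over about 50% at 20 µM in the single-dose screen, limit read from the data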;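 also: 0% = DMSO wells and 100% = excess unlabeled CBFb competitor control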
#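 test system = Cerulean-tagged RUNX1 Runt domain (FRET donor) fusion protein | reagent = Venus-CBFb binding partner, 100 nM | incubation = protein complex preformed 1 h, compound exposure 1 h, room temperature, dark | detection = FRET fluorescence | read-out basis = loss of energy transfer signal | controls = 5 µM unlabeled CBFb as full-inhibition high control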
# p47phox inh: p47phox (human) inhibition | P14598 | p47phox/p22phox peptide binding, fluorescence polarization, 2 h | inhibition, % at 24.7 µM | actives 0.53% (n = 220,000) | AID 1274;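 active = inhibition above about 30%, limit read from the data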;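 also: 0% = p47phox with labelled peptide and 100% = labelled peptide alone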
# m-calpain inh: calpain II (pig) inhibition. purified calpain II, fluorogenic peptide substrate, 30 min. inhibition, % at 16 µM. actives 0.37% (n = 220,000);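 active = inhibition above about 50%, limit read from the data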
# Furin inhibitor: inhibitors of human furin | P09958 | purified furin, fluorogenic substrate cleavage | AID 463115 | actives 0.061% (n = 220,000) | inhibition, % at 30 µM; in the data active = inhibition above about 25%; also: inactives centre near -15
# Target sequence (P09958 108-714 limits assumed): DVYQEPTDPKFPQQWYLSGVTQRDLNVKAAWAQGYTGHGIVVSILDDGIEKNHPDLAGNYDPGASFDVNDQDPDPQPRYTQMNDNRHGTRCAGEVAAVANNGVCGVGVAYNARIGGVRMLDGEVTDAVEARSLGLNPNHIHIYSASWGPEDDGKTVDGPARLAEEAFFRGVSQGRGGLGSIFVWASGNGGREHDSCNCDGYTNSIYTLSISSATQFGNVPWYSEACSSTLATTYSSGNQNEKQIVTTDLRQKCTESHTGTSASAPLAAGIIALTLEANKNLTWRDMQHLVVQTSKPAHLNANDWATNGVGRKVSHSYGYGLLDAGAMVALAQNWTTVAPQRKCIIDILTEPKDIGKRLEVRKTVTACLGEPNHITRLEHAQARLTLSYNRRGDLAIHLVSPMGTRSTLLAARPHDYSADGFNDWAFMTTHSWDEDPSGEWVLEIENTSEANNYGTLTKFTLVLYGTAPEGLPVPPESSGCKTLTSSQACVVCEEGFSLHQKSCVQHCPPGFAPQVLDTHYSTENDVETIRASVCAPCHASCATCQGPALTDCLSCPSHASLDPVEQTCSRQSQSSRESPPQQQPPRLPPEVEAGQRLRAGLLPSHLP
# Active calls of the source: *; / = not tested or not shown; [ ] = another dose, or the depositor's remark.
# Letters – A = Runt-SMMHC FRET; B = EBV gp42 block; C = p97 inhibitor; D = RBBP9 inhibitor; E = TbHK1 inh; F = Runt-CBFb FRET; G = p47phox inh; H = m-calpain inh; I = Furin inhibitor
CCCCn1nnnc1SCC(=O)NCc1ccco1
  A: -1; B: -15; C: -1; D: -3; E: 7; F: 0; G: 2; H: -15; I: -9[20 µM]

CC(=O)c1ccc(NC(=O)c2ccn[nH]2)cc1
  A: 5; B: -9; C: -10; D: -9; E: -4; F: -3; G: -8; H: -19; I: -17

COC(=O)CCCC1=CC2=C(c3ccccc3)C(=O)C(C)(OC(=O)C3CCCC3)C(=O)C2=CN1CCN1CCOCC1 (stereo not given)
  A: -13; B: -9; C: /; D: /; E: -13; F: 1; G: 4; H: -2; I: -21

FC(F)(F)c1nnc2ccc(Sc3ccccn3)nn12
  A: -1; B: -21; C: 8; D: -7; E: -2; F: 1; G: -3; H: -29; I: -30

O=S(=O)(Cc1ccccc1)Nc1ccc(S(=O)(=O)N2CCCC2)cc1
  A: -1; B: -6; C: -3; D: -8; E: 6; F: -1; G: -3; H: -13; I: -26

CCc1nc2ccccc2c(C(=O)OC2CCCCC2=O)c1C (stereo not given)
  A: 2; B: 16; C: 1; D: -1; E: 0; F: 0; G: 10; H: 43; I: -15

CC(C)N(C)NC(=S)Nc1ccccc1
  A: 2; B: 8; C: -1; D: -7; E: 36; F: 6; G: -3; H: 15; I: 1

COc1cccc(OC)c1C(=O)Nc1ccc(NC(=O)c2ccco2)cc1
  A: 1; B: 3; C: -3; D: -1; E: -4; F: 2; G: -5; H: -33; I: -19

O=C(C1CCC(=O)N1Cc1ccccc1Cl)N1CCN(c2cccc(Cl)c2)CC1 (stereo not given)
  A: 0; B: /; C: -9; D: -10; E: -13; F: -2; G: /; H: /; I: -14

CC(=O)NC1CC(C)(C)N(OC(C)=O)C(C)(C)C1
  A: 1; B: 0; C: 5; D: 7; E: 5; F: 8; G: 5; H: 9; I: -5[20 µM]

CCCC(=O)Nc1ccc(OCC(O)CNC(C)C)c(C(C)=O)c1 (stereo not given)
  A: -4; B: -2; C: 3; D: -5; E: -10; F: 0; G: -1; H: -25; I: -12

CCCN1C(=O)/C(=C/c2ccc(C)s2)NC1=S
  A: 67; B: -3; C: 0; D: 7; E: 4; F: 22; G: -6; H: 20; I: -9[20 µM]

Cc1ccc(N=Cc2c(C)[nH]n(-c3ccccc3)c2=O)nc1
  A: -1; B: -5; C: -1; D: -12; E: -31; F: 0; G: -4; H: -5; I: -6

COc1ccc2[nH]c(=O)c(CN(Cc3cccs3)S(=O)(=O)c3c(C)ccc4nsnc34)cc2c1
  A: -2; B: 7; C: 8; D: 1; E: -9; F: -1; G: 4; H: -31; I: -23[20 µM]

O=C(OCCN1CCCCC1)C1(c2ccccc2)CCCC1
  A: -7; B: -15; C: -1; D: -7; E: 4; F: 0; G: -12; H: -13; I: -37

Cc1cc(C(=O)NCc2cc(C(=O)O)oc2C)c(C)o1
  A: -2; B: -5; C: -1; D: 6; E: 4; F: 8; G: -9; H: -23; I: -22[20 µM]

O=C(OCc1cccc(F)c1)c1ccc2c(=O)n3c(nc2c1)CCC3
  A: 11; B: -11; C: -13; D: -9; E: 3; F: 1; G: -17; H: 19; I: -7

CC(C)C(NS(=O)(=O)c1ccc2c(c1)OCCCO2)C(=O)O (stereo not given)
  A: 0; B: 6; C: 4; D: -8; E: 1; F: 0; G: -6; H: -19; I: -8

CCOC(=O)/C(C#N)=C1/SC(C)C(=O)N1c1ccc(Br)cc1 (stereo not given)
  A: 0; B: -6; C: -4; D: -5; E: -20; F: -2; G: -4; H: 2; I: -6[20 µM]

CC(C)CCN(C)C1CCN(C(=O)Nc2c(F)cccc2F)CC1
  A: -10; B: -6; C: -7; D: -2; E: 2; F: 0; G: -9; H: -10; I: -30

CCOC(=O)N1CCC(NC(=O)c2ccc3c(Cl)c4c(nc3c2)CCCC4)CC1
  A: -12; B: -18; C: -1; D: 22*; E: -11; F: 0; G: 10; H: -7; I: -6

O=C1C2C3C=CC([C@@H]2C(=O)N1c1nccs1)C31CC1 (stereo not given in full)
  A: 0; B: 1; C: -6; D: -4; E: 12; F: 0; G: -9; H: 9; I: -12

CC(=O)Nc1ccccc1NC(=O)c1ccc(C)c(C)c1
  A: 0; B: -10; C: 2; D: -2; E: 0; F: 1; G: 0; H: 16; I: -15

CSCCC(NC(=O)c1ccco1)C(=O)OCc1cc([N+](=O)[O-])cc2c1OCOC2 (stereo not given)
  A: 0; B: -10; C: 3; D: 3; E: -11; F: -2; G: -7; H: -9; I: -17

COc1cccc(N2CC(C(=O)Nc3nnc(SCc4ccccn4)s3)CC2=O)c1 (stereo not given)
  A: 0; B: 0; C: 2; D: -7; E: -3; F: 2; G: -2; H: -14; I: -5

# An excerpt from above in order of count of non-hydrogen atoms, descending:
# Letters – A = Runt-SMMHC FRET; B = EBV gp42 block; C = p97 inhibitor; D = RBBP9 inhibitor; E = TbHK1 inh; F = Runt-CBFb FRET; G = p47phox inh; H = m-calpain inh; I = Furin inhibitor
COc1ccc2[nH]c(=O)c(CN(Cc3cccs3)S(=O)(=O)c3c(C)ccc4nsnc34)cc2c1
  A: -2; B: 7; C: 8; D: 1; E: -9; F: -1; G: 4; H: -31; I: -23[20 µM]

CCCC(=O)Nc1ccc(OCC(O)CNC(C)C)c(C(C)=O)c1 (stereo not given)
  A: -4; B: -2; C: 3; D: -5; E: -10; F: 0; G: -1; H: -25; I: -12

O=C(OCCN1CCCCC1)C1(c2ccccc2)CCCC1
  A: -7; B: -15; C: -1; D: -7; E: 4; F: 0; G: -12; H: -13; I: -37

FC(F)(F)c1nnc2ccc(Sc3ccccn3)nn12
  A: -1; B: -21; C: 8; D: -7; E: -2; F: 1; G: -3; H: -29; I: -30

# Later entries
# Letters – A = Runt-SMMHC FRET; B = EBV gp42 block; C = p97 inhibitor; D = RBBP9 inhibitor; E = TbHK1 inh; F = Runt-CBFb FRET; G = p47phox inh; H = m-calpain inh; I = Furin inhibitor
Cc1[nH]nc(SCC(=O)N2CCCCC2)c1[N+](=O)[O-]
  A: 2; B: -11; C: 2; D: -5; E: -17; F: 4; G: -21; H: -5; I: -15[20 µM]

COc1nc(C)ccc1-c1noc(-c2ccco2)n1
  A: 3; B: -20; C: 2; D: 7; E: 5; F: 2; G: -7; H: -4; I: -11[20 µM]

COC(=O)c1cc2ccsc2n1Cc1nc(-c2cccc(Cl)c2)oc1C
  A: 1; B: -2; C: 3; D: -4; E: 0; F: -1; G: -8; H: 12; I: -20

CN(Cc1ccccc1)CC(O)COc1ccc(CNCc2cccnc2)cc1 (stereo not given)
  A: 0; B: -6; C: -3; D: 3; E: 1; F: 0; G: 1; H: -4; I: -28

CCOC(=O)C1=C(N)OC(C)=C(C#N)C1c1ccco1 (stereo not given)
  A: 1; B: -17; C: 6; D: -4; E: -34; F: -2; G: -11; H: 8; I: -30

NC(=O)CC(NC(=O)c1cccc(Br)c1)c1ccc(N2CCC(N3CCCC3)CC2)c([N+](=O)[O-])c1 (stereo not given)
  A: 0; B: -15; C: /; D: /; E: -12; F: 0; G: -6; H: -20; I: -32

Cc1nn(-c2ccccc2)c2nc(C(Cl)(Cl)Cl)[nH]c(=O)c12
  A: -6; B: -9; C: 6; D: -16; E: 0; F: 0; G: -13; H: 15; I: -18

COc1ccc(C2CC(=O)NC3=C2C(=O)CCC3)cc1Cl (stereo not given)
  A: 1; B: -2; C: -3; D: -8; E: 3; F: 0; G: -6; H: 19; I: -9

CCOc1ccc(C2NC(=O)c3sc(=S)n(-c4ccccc4)c3N2)cc1 (stereo not given)
  A: 1; B: -24; C: 3; D: 2; E: -16; F: 1; G: -8; H: 0; I: -16

O=C(/C=C/c1ccccc1)NCCc1ccc2c(c1)OCCO2
  A: 5; B: -21; C: 1; D: -2; E: -1; F: -1; G: -3; H: 0; I: -15

CCOC(=O)CCCNc1ccc([N+](=O)[O-])cc1[N+](=O)[O-]
  A: 3; B: -8; C: -3; D: -3; E: -22; F: -1; G: 7; H: 33; I: -9

Cn1c(N)c(C(=O)COC(=O)CN2C(=O)c3ccccc3C2=O)c(=O)n(C)c1=O
  A: 6; B: -9; C: 6; D: -3; E: -1; F: 3; G: 0; H: 19; I: -7

CC(C)CCn1c(-c2nonc2N)nc2ccccc21
  A: 1; B: 0; C: -7; D: -10; E: -5; F: -4; G: -25; H: -3; I: -10[20 µM]

O=C(Nc1nc(=S)ss1)c1ccc(Cl)cc1Cl
  A: 1; B: -17; C: 4; D: -4; E: -34; F: 14; G: -16; H: 11; I: -5[20 µM]

O=C(NNc1ccc(Cl)nn1)c1ccc(Cl)cc1
  A: -2; B: -10; C: -4; D: -8; E: 0; F: -1; G: -4; H: 19; I: -16

c1coc(C2OCC3(CO2)COC(c2ccco2)OC3)c1 (stereo not given)
  A: 3; B: -25; C: 4; D: -6; E: 0; F: 1; G: -11; H: -6; I: -26

Brc1ccccc1C1CC(c2ccccc2)=Nc2ccccc2N1 (stereo not given)
  A: -12; B: -7; C: 2; D: -10; E: 1; F: -3; G: -40; H: -3; I: -19

Cn1c(SCC(=O)c2c(N)n(C)c(=O)n(C)c2=O)nnc1-c1ccccc1F
  A: 1; B: -14; C: 4; D: -2; E: -2; F: 1; G: -7; H: 12; I: -10

C=CCOCCN1C(=O)C2C(c3ccccc3)C=CC(c3ccccc3)C2C1=O (stereo not given)
  A: -56; B: -2; C: 0; D: -3; E: -5; F: -23; G: 5; H: 14; I: -13[20 µM]

CCN1CCCCC(=N/O)/C(=N/O)CCCC1
  A: 1; B: -18; C: 2; D: -3; E: -8; F: 0; G: -7; H: -16; I: -15

O=C(OCC(=O)c1cccs1)C1=COCCO1
  A: -1; B: -21; C: 6; D: 5; E: -6; F: 2; G: -7; H: -15; I: -15[20 µM]

NC(=O)c1cccn1Cc1cccc(Cl)c1
  A: -7; B: 4; C: 6; D: 9; E: 2; F: 2; G: -11; H: -46; I: -25[20 µM]

CN(C)CCCNCCCNC(=O)c1ccncc1
  A: 1; B: 7; C: 3; D: -13; E: 6; F: -1; G: -1; H: -17; I: -25[20 µM]

Cc1ccc(S(=O)(=O)Nc2ccccc2CNc2c(C)n(C)n(-c3ccccc3)c2=O)cc1
  A: 0; B: -23; C: -1; D: -9; E: 0; F: -3; G: 3; H: -19; I: -19

COc1cc(NC(=O)[C@@H](NC(=O)c2ccco2)C(C)C)c(OC)cc1NC(=O)c1ccccc1
  A: 1; B: -5; C: 1; D: -1; E: -8; F: -41; G: -12; H: -75; I: -32

O=P(OC1CCS(=O)(=O)C1)(c1ccccc1)c1ccccc1 (stereo not given)
  A: -3; B: 1; C: 3; D: -7; E: 1; F: 3; G: -3; H: -39; I: -18

Cc1ccc(C(=O)/C=C/c2ccccc2)o1
  A: -3; B: -6; C: 0; D: 6; E: -62; F: 3; G: -8; H: -3; I: -11[20 µM]

CN(C)CCCNC(=S)NCCNc1nc2cc3c(cc2cc1C#N)OCO3
  A: 113*; B: -8; C: 12; D: -1; E: 4; F: 84*; G: -4; H: -412; I: -40

O=C(CSc1ccc2nnc(-c3ccncc3)n2n1)Nc1ccc2c(c1)OCO2
  A: -1; B: -27; C: 4; D: -10; E: 1; F: 1; G: 1; H: -5; I: -10

CC(C)c1ccc(NC(=O)C2CC(=O)N=C(N)S2)cc1 (stereo not given)
  A: 0; B: -15; C: 5; D: 4; E: 2; F: 2; G: 1; H: 5; I: -13[20 µM]

CC(CCc1ccccc1)NC(=O)c1cncc(Br)c1 (stereo not given)
  A: 2; B: -36; C: -5; D: 1; E: -2; F: 0; G: -1; H: 19; I: -10[20 µM]

CCOC(=O)C1=C(C)S/C(=C\N(C)C)C1=O
  A: -3; B: -22; C: 2; D: -2; E: 4; F: -1; G: -82; H: -176; I: -10
